Screening results (PubChem)
Caspase-1 inhib: blocks human caspase-1 allosterically or competitively. P29466. Caspase-1 enzyme, Ac-WEHD-AFC fluorogenic rate. Potency, µM (highest dose often 57.5 µM), inactives show at the highest dose activity change, negative = inhibition, most hits filed as inhibitors. 75,000 compounds, 0.03% hits;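 further: potency means the concentration at half of the fitted maximal effect; plate controls were vehicle for no effect and no substrate for full effect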
Target sequence (P29466 120-297 limits assumed): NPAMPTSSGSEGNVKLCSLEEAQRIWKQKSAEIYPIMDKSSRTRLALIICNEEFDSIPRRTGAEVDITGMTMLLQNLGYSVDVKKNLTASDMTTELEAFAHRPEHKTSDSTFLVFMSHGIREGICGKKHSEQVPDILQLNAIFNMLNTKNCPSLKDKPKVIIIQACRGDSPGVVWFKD
Target sequence (P29466 317-404 limits assumed): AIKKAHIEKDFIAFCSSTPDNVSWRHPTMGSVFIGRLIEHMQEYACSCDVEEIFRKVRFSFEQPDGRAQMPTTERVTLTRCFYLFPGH
Caspase-7 inhib: caspase-7 (human) inhibition, allosteric or competitive | P55210 | recombinant caspase-7, Ac-DEVD-AFC fluorescence rate | Potency, µM (highest dose often 57.5 µM), for inactives: top-dose activity change, negative = inhibition, actives largely listed as inhibitors | 75,000 compounds, 0.02% hits | AID 889; active means well fitted inhibition curve with a large enough effect in the main read-out, with a control signal flat, not every such curve was filed as active; inconclusive means small, poorly fitted or top-dose-only effect, or a change in a side signal; further: potency means the concentration at half of the fitted maximal effect; % of control where 0% means no effect
BRCT PPI green: blocks human BRCA1 BRCT binding to phosphopeptide, green readout | 75,000 compounds, 0.05% hits | BRCA1 BRCT-phosphopeptide binding, green fluorescence polarization | Potency, µM (series often up to 76.9 µM), without a hit: top-dose activity change, negative = inhibition, actives largely listed as inhibitors | P38398 | AID 875;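 further: potency means the concentration at half of the fitted maximal effect; plate controls were peptide without protein for full effect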
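Compounds were incubated for 12 min at room temperature with a complex of 100 nM fluorescein-tagged pBACH1 decapeptide and 250 nM His-tagged BRCT protein. Buffer was phosphate pH 7.3 with EDTA, DTT and Tween 20. Disruption of binding lowers the polarization signal.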
Rhodamine autofl: rhodamine region autofluorescence. Rhodamine-region fluorescence, 547/598 nm, Tris buffer; hits give high values. max dye-equivalent concentration, M. 59,000 compounds, 0.05% hits; in the data active means max dye-equivalent concentration above about 11 nM; inconclusive means between about 1.1 nM and that limit
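Steps: pin-transfer compounds into pH 8.0 Tris (100 mM), hold 15 min at room temperature, image with a 547/598 nm filter pair, and convert intensities to rhodamine-equivalent concentration using a six-point on-plate rhodamine series.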
4MU fluor: 4-MU region autofluorescence; compound autofluorescence, 340/450 nm, 4-MU equivalents; hits give high values; max dye-equivalent concentration, M; AID 589; 59,000 compounds, 11% hits; in the data active means max dye-equivalent concentration above about 10 nM; inconclusive means mostly about 1.1 nM to 9.6 nM
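Intrinsic fluorescence at 340/450 nm (ex/em) was read after 15 min at room temperature in pH 8.0, 100 mM Tris. Each compound concentration expressed as 4-MU-equivalent concentration from a six-point 4-MU standard series on each plate.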
BRCT PPI red: disrupts BRCA1 BRCT binding to phosphoprotein, red fluorophore readout. BRCT-phosphopeptide binding, red fluorescence polarization. Potency, µM (series often up to 76.9 µM), for the others: top-dose activity change, negative = inhibition, hits mostly inhibitors. P38398. 75,000 compounds, 0.03% hits; further: on the % scale 0 is the no-effect control and ±100 the full control effect
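Fluorescence polarization: 100 nM His-tagged BRCA1 BRCT with 100 nM TAMRA-labelled phospho-BACH1 decapeptide, phosphate buffer pH 7.3 with 150 mM NaCl, DTT, 0.01% Tween 20; 12 min RT. Binding inhibition seen as FP decrease.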
Fluorescein fluor: compound autofluorescence in fluorescein spectral region | AID 593 | 59,000 compounds, 0.91% hits | Compound autofluorescence, 480/540 nm, fluorescein-equivalent; hits give high values | max fluorescein-equivalent concentration, M; in the data active means max fluorescein-equivalent concentration above about 10 nM; inconclusive means between about 1.1 nM and that limit
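Library compounds, added at multiple concentrations to pH 8.0 Tris buffer (100 mM), incubate 15 min at room temperature before CCD imaging at 480 nm excitation and 540 nm emission.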
USP2a inhib: inhibitors of human ubiquitin-specific protease USP2a; USP2a enzymatic assay, qHTS inhibition; Potency, µM (highest dose often 38.3 µM), inactives show at the highest dose activity change, negative = inhibition, usual class: inhibitors; 60,000 compounds, 0.1% hits;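 further: potency means the concentration at half of the fitted maximal effect; nearly all actives have a fitted effect of over 60% in size; plate controls were DMSO for no effect and NEM full inhibition control for full effect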
Target sequence (O75604 whole entry, looked up): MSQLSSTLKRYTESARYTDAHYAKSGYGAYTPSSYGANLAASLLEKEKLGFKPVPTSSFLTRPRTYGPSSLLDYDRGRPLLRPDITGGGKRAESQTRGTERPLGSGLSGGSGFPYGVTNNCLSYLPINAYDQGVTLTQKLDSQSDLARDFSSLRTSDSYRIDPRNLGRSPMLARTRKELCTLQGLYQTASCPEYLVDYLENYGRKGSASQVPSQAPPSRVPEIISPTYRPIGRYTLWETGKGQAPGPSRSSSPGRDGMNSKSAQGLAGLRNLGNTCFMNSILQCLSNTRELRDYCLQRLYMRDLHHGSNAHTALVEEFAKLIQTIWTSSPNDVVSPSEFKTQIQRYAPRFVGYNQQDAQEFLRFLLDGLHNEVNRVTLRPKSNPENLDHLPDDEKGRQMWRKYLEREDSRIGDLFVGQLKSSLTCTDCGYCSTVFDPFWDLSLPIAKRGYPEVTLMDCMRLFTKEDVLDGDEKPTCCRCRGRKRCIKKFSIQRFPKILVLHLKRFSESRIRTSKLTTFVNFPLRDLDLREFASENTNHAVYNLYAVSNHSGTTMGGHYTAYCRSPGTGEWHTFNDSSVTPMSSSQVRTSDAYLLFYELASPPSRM
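USP2 core (20 nM final) was preincubated with compound for 30 min at RT in 20 mM Tris-HCl pH 8.0, 2 mM CaCl2, 2 mM beta-mercaptoethanol; Ub-PLA2 (20 nM) plus NBD C6-HPC (20 uM) then added, fluorescence read after 2.5 h.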
TexasRed autofl: Texas Red region autofluorescence | Compound fluorescence, Texas Red channel, 547/618 nm; hits give high values | max dye-equivalent concentration, M | 59,000 compounds, 0.06% hits; in the data active means max dye-equivalent concentration above about 10 nM; inconclusive means between about 1.1 nM and that limit
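Fluorescence at ex 547/em 618 nm, normalized against an on-plate Texas Red standard series to give dye-equivalent concentration per compound concentration. Buffer 100 mM Tris, pH 8.0; 15 min RT incubation before CCD imaging.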
A350 fluor: compound fluoresces in the Alexa 350 spectral region | 59,000 compounds, 11% hits | max dye-equivalent concentration, M | Compound autofluorescence, 340/450 nm, Alexa 350 dye-equivalents; hits give high values; in the data active means max dye-equivalent concentration above about 10 nM; inconclusive means mostly about 1.1 nM to 9.6 nM
HEK293 cAMP ctrl: raises cAMP in parental HEK293 cells, TSHR agonist counter-screen; parental HEK293 CNG cAMP sensor, membrane potential fluorescence; Potency, µM (highest dose often 57.1 µM), for inactives: at the highest dose activation, hits mostly activators; 73,000 compounds, 2.5% hits; AID 938; further: potency means the concentration at half of the fitted maximal effect; % of control where 0% means no effect; nearly all actives have a fitted effect of over 55% in size
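Parental HEK 293 cells stably expressing a cAMP-gated CNG channel were loaded with membrane potential dye containing 100 uM RO 20-1724 for 60 min. Compound added for 30 min; depolarization read as fluorescence intensity at 590 nm.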
The depositor's hits bear a star; i = inactive; u = inconclusive; x = not tested or not shown; & = joins results of further samples; ! = a repeat was not active; [ ] = remark or other dose. Unless noted, the call rests on the fitted dose curve; in most records, active means well fitted curve in the direction sought with a large enough effect; inconclusive means small, poorly fitted or top-dose-only effect, or another doubt; inactive means no such curve, though single readings can be large; an effect the other way counts as inactive or inconclusive.

smiles	Caspase-1 inhib	Caspase-7 inhib	BRCT PPI green	Rhodamine autofl	4MU fluor	BRCT PPI red	Fluorescein fluor	USP2a inhib	TexasRed autofl	A350 fluor	HEK293 cAMP ctrl
Cc1ccc2c(c1)[C@@H]1CN(C)CC[C@@H]1N2C(=O)Nc1cccc(C(F)(F)F)c1	x	x	x	i	i	x	u	x	i	i	x
Cc1ccc(-n2c(O)c(C=NC3CCCC3)c(=O)[nH]c2=O)c(C)c1	-2%	-1%	-1.1%	i	i	0.5%	u	5%	i	u	1%
CC(=O)OCC1=C(C(=O)O)N2C(=O)[C@@H](N)[C@@H]2SC1	-1%[25.7 µM]	2%[25.7 µM]	-1.1%[34.4 µM]	i	u	-1.5%[34.4 µM]	i	-4%[17.1 µM]	i	u	u
O=c1[nH]c(=O)n(Cc2ccco2)c(O)c1C=NCc1ccc2c(c1)OCO2	x	x	x	i	i	x	i	x	i	i	x
COC(=O)C1C(c2ccccc2)C2C(=O)c3c(OC)cc(OC)cc3O[C@@]12c1ccc(OC)cc1 (some centres not stated)	-3%[11.5 µM]	0%[11.5 µM]	-0.5%[15.4 µM]	x	x	1.2%[15.4 µM]	x	x	x	x	u
CCC(C)C(=O)OC1C(O)C2C(CN3CC(C)CCC3[C@]2(C)O)C2C[C@]34O[C@@]5(O)C(OC(=O)C(C)(O)CC)CCC3(C)C5C(OC(C)=O)C(OC(C)=O)C4[C@@]21O (some centres not stated)	0%	0%	-1.4%[3.08 µM]	x	x	1.0%	x	14%	x	x	x
C[C@@]12CC[C@H]3[C@@H](CCC4=CC(=O)CC[C@]43C)[C@H]1CCC2=O	x	x	x	i	i	x	i	x	i	i	u
CN1C(=O)N(C)C(=O)C2(Cc3cc(N)ccc3N3CCN(c4ccccc4F)CC32)C1=O (configuration not stated)	1%	0%	-1.2%	i	i	0.2%	u	3%	i	i	20%
Nc1ccc(-c2ccccc2)cc1	-4%	-1%	0.1%	x	x	-0.1%	x	x	x	x	30%
N[C@@H](Cc1cc(Br)c(O)c(Br)c1)C(=O)O	1%[11.5 µM]	1%[11.5 µM]	2.2%[15.4 µM]	i	i	-0.3%[15.4 µM]	i	x	i	i	1%[11.4 µM]
COc1cc2c(cc1O)C[C@H]1c3c(cc(O)c(OC)c3-2)CCN1C	-4%[25.7 µM]	-1%[25.7 µM]	-2.0%[34.4 µM]	i	1.2e-08M*!	1.5%[34.4 µM]	u	-5%[17.1 µM]	i	u	8%
CC[N+](=O)[O-]	-1%	1%	-1.0%	x	x	-0.5%	x	x	x	x	11%
CC1CN=C(Nc2ccccc2)S1 (configuration not stated)	-2%	1%	0.1%	x	x	0.1%	x	x	x	x	u
OCCO	-1%	1%	1.4%	x	x	-0.2%	x	x	x	x	u
Cc1cccc(C)c1N	-1%	0%	-0.2%	x	x	1.1%	x	x	x	x	-6%

New compounds follow
smiles	Caspase-1 inhib	Caspase-7 inhib	BRCT PPI green	Rhodamine autofl	4MU fluor	BRCT PPI red	Fluorescein fluor	USP2a inhib	TexasRed autofl	A350 fluor	HEK293 cAMP ctrl
CC(=O)C(C)=O	2%	2%	1.3%	i	i	-3.1%	u	-2%	i	i	2%&0%
CCCCCOC(=O)c1ccccc1C(=O)OCCCCC	-1%	-1%	-2.9%	x	x	-1.2%	x	x	x	x	u
CCCCn1c(O)c(C=NCCCn2ccnc2)c(=O)[nH]c1=O	1%	-1%	1.5%	i	i	1.5%	i	-1%	i	i	4%
CC(C)OC(=O)Cc1ccccc1	-1%	-3%	-1.6%	x	x	-0.5%	x	x	x	x	u
C=CC(=O)OCCO	0%	4%	-0.7%	x	x	1.0%	x	x	x	x	-17%
CC1=C(C(=O)N2CCC3(CC2)OCCO3)C2(CCC(C)CC2)OC1=O (configuration not stated)	2%	3%	-0.3%	i	i	0.1%	i	0%	u	i	4%
CN(C)c1ccc(N=Cc2c(O)n(CCC3=CCCCC3)c(=O)[nH]c2=O)cc1	-6%	-5%	-28%	i	i	-0.4%	1.4e-08M*	-2%	u	i	-1%
Cc1ccc(N)cc1N	u	-29%	-0.8%	x	x	-1.4%	x	x	x	x	20%
CCOc1ccc(Cc2c(O)[nH]c(=O)[nH]c2=O)cc1	x	x	x	i	i	x	i	x	i	u	x
c1cncc(C2=NCCC2)c1	2%[25.7 µM]	1%[25.7 µM]	-1.2%[34.4 µM]	i	i	-0.5%[34.4 µM]	u	7%[17.1 µM]	i	i	0%[25.6 µM]
COc1ccc(C[C@H]2NC[C@H](O)[C@@H]2OC(C)=O)cc1	-1%	0%	-2.1%	x	x	0.5%	x	x	x	x	9%
Cc1cccc(C)c1NC1=NCCCCS1	2%	0%	1.4%	i	i	-0.3%	i	-2%	u	i	2%
COc1c2ccoc2cc2oc(=O)ccc12	4%	-6%	-9.1%[3.08 µM]	i	i	1.5%	i	5%	i	i	-17%&3%
C[C@@H]1Cc2cc3c(cc2C(c2ccc(N)cc2)=NN1)OCO3	1%	0%	-2.9%	i	i	-0.9%	i	4%	u	i	11%
O=C(c1sc2ccccc2c1Cl)N1CCC2(CC1)OCCO2	0%	0%	1.4%	i	i	0.2%	i	5%	i	i	12%

Quoted from the listing.
BRCT PPI red with CC(C)OC(=O)Cc1ccccc1 : -0.5%
Caspase-7 inhib with CC(=O)C(C)=O : 2%

Other results.
smiles	Caspase-1 inhib	Caspase-7 inhib	BRCT PPI green	Rhodamine autofl	4MU fluor	BRCT PPI red	Fluorescein fluor	USP2a inhib	TexasRed autofl	A350 fluor	HEK293 cAMP ctrl
O=C(Oc1ccccc1)N1CCC2(CCN(Cc3ccccc3)CC2)CC1	-2%	0%	-3.0%	i	i	-0.9%	i	37%[activator]	i	i	20%
CSSC	0%	1%	1.0%	x	x	-3.1%	x	x	x	x	9%
O=c1[nH]c(O)c(C=NC2CCN(Cc3ccccc3)CC2)c(=O)[nH]1	x	x	x	i	i	x	i	x	i	i	x
CCOc1ccccc1-n1c(O)c(C=Nc2c(C)n(C)n(-c3ccccc3)c2=O)c(=O)[nH]c1=O	x	x	x	i	u	x	i	x	i	u	x
CCC(=NCCCN1CCOCC1)c1c(O)n(Cc2ccccc2)c(=O)[nH]c1=O	0%	0%	-0.1%	i	i	1.3%	i	11%	i	i	2%
ClCC(Cl)CCl	-1%	1%	-0.6%	x	x	0.4%	x	x	x	x	-16%
Cc1cc(S(=O)(=O)NC(C)C)ccc1OCC(=O)N1CCN(Cc2ccc3c(c2)OCO3)CC1	-1%	-1%	1.1%	i	i	-0.3%	u	21%	i	i	9%
O=C(O)C(Cl)(Cl)Cl	0%&0%	0%&1%	0.6%&-0.8%	x	x	-0.1%&1.1%	x	x	x	x	18%&1%
Nc1ccc(Cl)cc1	-1%	2%	0.1%	x	x	-0.4%	x	x	x	x	0%
Cc1cc(N2C(=O)C3CCCN3C2c2ccc(Cl)c(Cl)c2)no1 (configuration not stated)	-2%	-1%	0.2%	i	i	-0.3%	i	10%	i	i	u
Clc1ccccc1-c1cncnc1NCCc1cnc[nH]1	-4%	-1%	0.1%	i	i	-1.0%	u	-16%	i	i	-6%
Cc1nc2nc(C)c(CCC(=O)N3CCC4(CC3)OCCO4)c(C)n2n1	-1%	0%	0.2%	i	i	-1.6%	i	-2%	i	i	6%
CN1C(=O)COc2c(C(=O)N[C@@H]3CN4CCC3CC4)cc(Cl)cc21	-1%	0%	-2.2%	x	x	0.3%	x	x	x	x	1%

Single records, from the list above. Values in the order: Caspase-1 inhib	Caspase-7 inhib	BRCT PPI green	Rhodamine autofl	4MU fluor	BRCT PPI red	Fluorescein fluor	USP2a inhib	TexasRed autofl	A350 fluor	HEK293 cAMP ctrl
C[C@@]12CC[C@H]3[C@@H](CCC4=CC(=O)CC[C@]43C)[C@H]1CCC2=O as listed: x	x	x	i	i	x	i	x	i	i	u
O=C(Oc1ccccc1)N1CCC2(CCN(Cc3ccccc3)CC2)CC1 as listed: -2%	0%	-3.0%	i	i	-0.9%	i	37%[activator]	i	i	20%
CC(=O)C(C)=O as listed: 2%	2%	1.3%	i	i	-3.1%	u	-2%	i	i	2%&0%
Cc1nc2nc(C)c(CCC(=O)N3CCC4(CC3)OCCO4)c(C)n2n1 as listed: -1%	0%	0.2%	i	i	-1.6%	i	-2%	i	i	6%
O=c1[nH]c(O)c(C=NC2CCN(Cc3ccccc3)CC2)c(=O)[nH]1 as listed: x	x	x	i	i	x	i	x	i	i	x

This is a subset; the hit share may differ from the screen's.
